CXXC DNA block: MLL CXXC-DNA interaction inhibition. 0.037% of 290,000 active. MLL-CXXC / FITC-HOXA9 DNA fluorescence polarization. AID 2662. Potency, µM (doses to about 115 µM), for the others: top-dose activity change, negative = inhibition, actives largely listed as inhibitors; active = well fitted inhibition curve with a large enough effect in the polarisation, with a control signal flat, not every such curve was filed as active; inconclusive = small, poorly fitted or top-dose-only effect, or effect the other way, or a change in a side signal; inactive = no such curve, though single readings can be large or run the other way; the % refers to the polarisation; note: potency is the fitted concentration of half-maximal effect
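Steps: dispense CXXC domain solution (7 uM) → pin compounds or unlabeled HOX-A9 DNA control → 5 min ambient → add FLSN-HOX-A9 solution (50 nM) → spin → 30 min ambient → fluorescence polarization. Tris pH 7.5/NaCl/DTT/BSA buffer.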
GALK inh: blocks human galactokinase activity. Purified GALK, Kinase-Glo residual ATP luminescence. Potency, µM (top dose mostly 57.5 µM), inactives show top-dose activity change, negative = inhibition, most hits filed as inhibitors. 0.007% of 270,000 active. AID 1868; note: potency is the fitted concentration of half-maximal effect; % is set by controls: 0 for no effect and ±100 for the full control effect
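Compounds were pin-transferred into ATP buffer (35 uM final), then GALK plus galactose (5 nM, 100 uM final) was added. After 1 h at room temperature, Kinase-Glo Plus was added and luminescence read after 10 min.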
AT treatment: candidate therapy for ataxia-telangiectasia. […] A-T fibroblasts, KAP-1 phosphorylation AlphaLISA; neocarzinostatin DNA damage 30 min before lysis. Potency, µM (top dose mostly 57.5 µM), for the others: at the highest dose activation, hits mostly activators. 0.19% of 320,000 active. AID 485349; note: potency is the fitted concentration of half-maximal effect; % of control where 0% means no effect; nearly all actives have a fitted effect of over 45% in size
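hTERT-immortalized A-T patient fibroblasts ([…]), 500 cells/well in OPTI-MEM, 1% FBS, got compounds for 60 min, then NCS for 30 min at 37C. Lysates were then assayed for phospho-KAP-1 by AlphaLISA (anti-pKAP1 donor, anti-KAP1 acceptor beads), 6 hr at 25C.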
KCNH2 WT inh: blocks the wildtype human KCNH2 potassium channel; Q12809; U2OS, BacMam KCNH2, thallium flux FluxOr; active compounds read low; activity change, % at 1.84 µM; 0.37% of 340,000 active; AID 720551;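 active = maximum activity change below -70%; inconclusive = maximum activity change between -70% and -50%; inactive = maximum activity change above -50%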; note: % is set by controls: 0 for no effect and ±100 for the full control effect
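U2OS cells transduced with wild-type KCNH2 virus are loaded with FluxOr dye for 45 min, and thallium flux is measured in kinetic reads before and after stimulation buffer. Rate constants are normalized to DMSO controls.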
TSHR antag: blocks TSH signaling through the human TSH receptor | TSHR-expressing cells, TSH-stimulated cAMP HTRF, 2 h; active compounds read low | activity change, negative = inhibition, % at 11.5 µM | 0.2% of 330,000 active;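 active = activity change below a set negative limit, meaning inhibition stronger than a set level, cut at about -70% in these data; inconclusive = activity change between two set negative limits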; note: % is set by controls: 0 for no effect and ±100 for the full control effect
Target sequence (P16473 whole entry, looked up): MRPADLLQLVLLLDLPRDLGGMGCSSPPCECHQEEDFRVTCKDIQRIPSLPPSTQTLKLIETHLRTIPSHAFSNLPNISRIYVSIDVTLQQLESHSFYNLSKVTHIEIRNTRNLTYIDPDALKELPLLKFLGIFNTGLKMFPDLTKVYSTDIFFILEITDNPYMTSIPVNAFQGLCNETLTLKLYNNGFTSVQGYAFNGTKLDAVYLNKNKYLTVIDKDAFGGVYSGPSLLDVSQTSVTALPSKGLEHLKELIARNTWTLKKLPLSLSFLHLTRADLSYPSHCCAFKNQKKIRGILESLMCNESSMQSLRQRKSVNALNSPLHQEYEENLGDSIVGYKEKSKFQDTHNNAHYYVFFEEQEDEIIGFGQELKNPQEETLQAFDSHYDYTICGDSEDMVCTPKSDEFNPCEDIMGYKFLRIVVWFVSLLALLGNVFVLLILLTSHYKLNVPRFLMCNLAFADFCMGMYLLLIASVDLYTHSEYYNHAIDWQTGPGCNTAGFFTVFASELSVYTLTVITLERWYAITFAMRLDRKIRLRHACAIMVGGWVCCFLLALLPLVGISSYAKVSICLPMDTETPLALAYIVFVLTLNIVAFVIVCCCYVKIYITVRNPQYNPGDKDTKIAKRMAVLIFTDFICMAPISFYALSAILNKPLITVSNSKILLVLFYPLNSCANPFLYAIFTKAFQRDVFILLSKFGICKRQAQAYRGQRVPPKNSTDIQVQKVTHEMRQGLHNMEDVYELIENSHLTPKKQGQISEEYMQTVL
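TSHR-expressing cells were treated with compounds, then stimulated with TSH at EC80 (4nM final) for 2 hours at 37 deg C. Cellular cAMP was measured by HTRF competition between lysate cAMP and cAMP-d2 for a cryptate-labelled anti-cAMP antibody.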
Coupling enz: counter-screen for Giardia aldolase inhibitors: coupling enzyme system; coupling enzyme system counterscreen, AmpLite Red fluorescence; activity change, negative = inhibition, % at 58.2 µM, hits read low; 0.67% of 290,000 active; AID 2472; in the data active = activity change below about -30%; note: % is set by controls: 0 for no effect and ±100 for the full control effect
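Activity here indicates interference with the coupling reaction, not aldolase inhibition. Compounds at 57.5 uM final met coupling enzymes for 10 min at RT; substrate and AmpLite Red detection followed, with a 525/598 nm fluorescence read after 20 min.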
TCR activator: activators of T cell receptors | Potency, µM (top dose mostly 9.22 µM), without a hit: top-dose activation of IL-2 secretion, actives largely listed as activators | primary human leukocytes, anti-CD3, IL-2 HTRF, 48 h | 330,000 tested, under 10 active; note: % of control where 0% means no effect
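Primary human leukocytes were stimulated with a-CD3 beads plus compounds for 48 hr without co-stimulation; secreted IL-2 was quantified by HTRF using a-IL-2-K (europium cryptate) and a-IL-2-d2, excited at 320nm with acceptor emission read at 665nm.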
Chronic BCR inh: inhibitors of chronic active B-cell receptor signaling; 0.05% of 340,000 active; AID 493014; ABC-DLBCL IkBa-CBG/CBR reporter, luminescence ratio, 4 h; Potency, µM (top dose mostly 46.1 µM), inactives show at the highest dose ratio change, negative = lower green/red ratio, most hits filed as inhibitors; active = well fitted inhibition curve with a large enough effect in the signal ratio, with a control signal flat, not every such curve was filed as active; inconclusive = small, poorly fitted or top-dose-only effect, or effect the other way, or a change in a side signal; the % refers to the signal ratio;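 note: potency is the fitted concentration of half-maximal effect; plate controls were basal doxycycline-induced cells for no effect and cells given 10 µM MG132 for full effect; MG132 reads +100%, hits lower the ratio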
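TMD8 ABC-DLBCL cells carrying doxycycline-inducible green luciferase fused to IkappaBalpha plus unfused red luciferase were exposed to compounds (up to 46 uM) for 4 hrs at 37C. Activity came from the overlap-corrected green/red luminescence ratio.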
Tb PFK inh: T. brucei PFK enzyme inhibition | 0.17% of 330,000 active | T. brucei PFK, ADP-Glo luminescence | Potency, µM (highest dose often 57.5 µM), for inactives: top-dose activity, negative = inhibition, hits mostly inhibitors | AID 485367 | O15648;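 note: potency is the fitted concentration of half-maximal effect; 0% = uninhibited 1x PFK enzyme wells and -100% = no-enzyme wells; nearly all actives have a fitted effect of over 60% in size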
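PFK 1.25 nM, F6P 0.5 mM, ATP 0.1 mM, 0.1 M TEA pH 8.0, 5 mM MgCl2, 0.01% Tween20, 0.1% BSA; 45 min RT. ADP-Glo readout. qHTS titration up to 57 uM; curves fitted, compounds curve-classed.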
Giardia kill: kills Giardia lamblia; 0.15% of 340,000 active; AID 540267; Giardia lamblia trophozoite viability; activity change, % at 7.66 µM, hits read low; in the data active = activity change below about -80%; inconclusive = between about -30% and that limit;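 note: parasites exposed to compound for two days anaerobically before the ATP read; % is set by controls: 0 for no effect and ±100 for the full control effect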
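Each well holds 100 Giardia trophozoites and compound. After two days (48 hrs) at 37 deg C in anaerobic conditions, ATP is quantified by luminescence.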
* = called active by the depositor; i = inactive; ? = inconclusive; nt = no result given; & = joins results of further samples; [ ] = another dose, or the depositor's remark. Unless noted, calls come from the whole dose curve; as a rule, active = well fitted curve in the direction sought with a large enough effect; inconclusive = small, poorly fitted or top-dose-only effect, or another doubt; inactive = no such curve, though single readings can be large; an effect the other way counts as inactive or inconclusive.

The line under a structure holds: CXXC DNA block	GALK inh	AT treatment	KCNH2 WT inh	TSHR antag	Coupling enz	TCR activator	Chronic BCR inh	Tb PFK inh	Giardia kill
1	COCc1cc(Sc2cccc(Cl)c2Cl)nc(-c2ccccc2)n1
  -2%	-4%	21%	-16	3	-1	-3%	1%	0%	12
2	CCc1nc(SCC(=O)Nc2ccccc2Cl)n[nH]1
  9%	16%	3%	16	8	5	2%	-11%	0%	11
3	CCOc1ccc(CN(C)C(=O)[C@H](Cc2ccccc2)NC(=O)OCc2ccccc2)cc1OC
  3%	-2%	2%	4	-14	0	-17%	-24%	0%	-10
4	Oc1c(Br)cc(Br)cc1CNn1cnnc1
  -5%	0%	-13%	-7	33	1	10%	-3%	1%	7
5	O=C(Cc1c(F)cccc1Cl)NCc1cccnc1
  0%	6%	2%	-1	-3	4	1%	0%	0%	-19
6	CN(C)C(=O)c1ccc(Cl)cc1[N+](=O)[O-]
  7%	6%	5%	4	17	1	-5%	-1%	-3%	-15
7	O=C(NCc1ccc(-c2csnn2)cc1)c1cc(Cl)cc(Cl)c1
  -6%	6%	-4%	-2	-4	2	3%	-5%	1%	-5
8	CN1C(=O)C(O)(C2OC(C)(C)CCC2=O)c2ccccc21 (configuration not stated)
  -1%	3%	nt	2	-3	2	2%	-29%	-2%	1
9	Cc1c(Cl)c(C(=O)NNC(=S)Nc2ccccc2)nn1C
  34%[activator]	-1%	-7%	2	3	1	0%	?	-9%	17
10	O=C1Nc2ccc(S(=O)(=O)NCCCO)c3cccc1c23
  22%	-5%	0%	8	24	0	nt	0%	-1%	-10
11	CC(C)CNC(=O)C1CCN(Cc2ccc(OCc3ccccc3)cc2)CC1
  18%	3%	13%	18	14	-2	-4%[46.1 µM]	?	-1%	7
12	O=C(c1nc2n(n1)C(c1ccc(Cl)cc1)C=C(c1ccccc1)N2)N1CCOCC1 (configuration not stated)
  ?	-6%	0%	-4	-3	2	-4%	?	18%	8
13	CN(CC(=O)Nc1ccc(N2CCOCC2)cc1)C(=O)CCc1ccccc1Cl
  nt	nt	-3%	4	-10	nt	4%	-1%	2%	5
14	O=C(c1ccc(NC(=O)C2(c3ccccc3)CCOCC2)cc1)N1CCOCC1
  -7%	4%	nt	7	nt	-2	-5%	nt	nt	5
15	COC(=O)C1CCCN1S(=O)(=O)c1ccc2ccccc2c1 (configuration not stated)
  1%	-3%	7%	2	-78*	-1	-47%	0%	5%	25
16	O=C(CN(Cc1ccco1)C(=O)c1cc(=O)[nH]c2ccccc12)Nc1ccccc1Br
  -2%	-2%	1%	-3	-11	-3	-4%	-1%	-1%	-11
17	COC(=O)c1cc(NC(=O)c2ccc(Cn3cc(Cl)cn3)o2)cc(C(=O)OC)c1
  23%	-3%	13%	1	0	-3	0%	?	0%	-13
18	CC(=O)Nc1ccc(C(=O)CSc2nnc(C)o2)cc1
  2%	3%	1%	-5	1	0	-1%	0%	4%	-6
19	CN1CCC(N(C)C(=O)CCc2nc3ccccc3n2-c2ccccc2)CC1
  12%	-6%	4%	2	0	3	8%	5%	1%	-1
20	CNC(=S)N1CCN(c2ccc(Cl)c(Cl)c2)CC1
  1%	1%	2%	-9	-2	1	1%	1%	27µM*	3
21	CCCC(=O)NC1CCCc2c1cnn2-c1ccc(C)c(C)c1 (configuration not stated)
  -9%	5%	-1%	-1	-4	0	nt	-3%	-1%	-14
22	CCC(=O)N/C(N)=N/c1nc(C)c2cc(OC)ccc2n1
  -7%	-3%	-2%	-2	-2	0	0%	-5%	-3%	-1
23	Cc1ccc(S(=O)(=O)n2nc(C)c(Br)c2C)c(C)c1C
  1%	-3%	8%	1	-12	nt	3%	6%	-4%	-1
24	Cc1ccc(/C(N)=N/OC(=O)CSc2ccccc2)cc1
  -10%	7%	35%	-2	-10	-9	2%	?	1%	9
25	CN(C)c1ccc(/C=C/c2cccc[n+]2[O-])cc1
  13%	-3%	4%	1	-8	0	-2%	?	1%	-3
26	COc1ccccc1NC(=O)C(C)Sc1nccn1C (configuration not stated)
  nt	nt	-4%	2	-4	nt	6%	-1%	-2%	-14
27	COCCCNC(=O)C(=O)C1C(=O)Nc2ccccc21 (configuration not stated)
  -2%	-4%	-3%	i	-1	0	-3%	2%	4%	-1
28	COc1ccccc1C(=O)NCCC(=O)Nc1ncccc1C
  -5%	-3%	10%	1	-5	nt	2%	-1%	-1%	10
29	O=C(NCc1cccnc1)C(=O)NCC1OCCCN1S(=O)(=O)c1ccc(F)cc1 (configuration not stated)
  13%	-2%	2%	7	-9	nt	4%	0%	1%	-13
30	Cc1cc(NC(=O)CSc2nc3c(cc2C#N)CCCCC3)no1
  -4%	-1%	2%[11.5 µM]	3	-8	-1	-4%	7%	1%	-13
31	OCCC1CN(Cc2ccc3cccc(F)c3n2)CCN1Cc1ccccc1 (configuration not stated)
  0%	1%	2%	6	10	1	6%	1%	0%	4
32	CN(CC(=O)N1CCOCC1)S(=O)(=O)c1cc(Cl)ccc1Cl
  5%	-2%	-5%	-5	2	0	-5%	-7%	-1%	6
33	CCOC(=O)C1=C(C)N(c2ccc(OC)cc2)C(=O)/C1=C\c1ccc(O)c(OCC)c1
  27%	-1%	13µM*	nt	12	-17	0%	-1%	?	-12
34	CCN1N=C(c2ccccc2)CCC1=O
  1%	2%	-5%	5	-10	0	2%	0%	-2%	2
35	Cc1occc1C(=O)n1nnc2ccccc21
  97%[activator]	0%	nt	1	nt	3	-5%	nt	nt	12
36	CCOC(=O)C(C)n1nc(/C=C/c2ccc(OC)cc2)ccc1=O (configuration not stated)
  0%	10%	-1%	20	9	-5	0%	-28%	-3%	13
37	CCCC(CCC(=O)Nc1ccc(C(=O)OC)cc1)C(=O)O (configuration not stated)
  1%	3%	-1%	0	7	3	-1%[46.1 µM]	5%	-4%	12
38	CCCn1c(=S)[nH]c2cc(C(=O)N(CCO)Cc3ccccc3)ccc2c1=O
  10%	5%	0%	8	0	nt	-6%	?	-1%	-3
39	O=C(CC1(O)C(=O)Nc2ccccc21)c1cccnc1 (configuration not stated)
  7%	-2%	1%	-21	-7	0	0%	?	1%	1
40	O=C(O)c1ccc(/C=N/n2cc(-c3ccccc3)[nH]c2=S)cc1
  ?	0%	-17%	-8	-7	3	11%	?	-11%	-7
41	O=C(Cc1ccc(S(=O)(=O)N2CCCCC2)cc1)NCc1ccc(Cl)cc1
  nt	nt	3%	4	-5	nt	0%	?	3%	28
42	CCN(C(=O)CO/N=C/c1ccc(OC)cc1OC)c1c(N)n(Cc2ccccc2)c(=O)[nH]c1=O
  nt	nt	5%	-4	19	nt	8%	-2%	-3%	-6
43	Cc1cc(Cl)ccc1OCC(=O)NNC(=O)c1cccnc1
  2%	6%	-12%	-4	16	nt	-7%	-1%	-13%	?
44	O=C(Nc1ccc2c(c1)OCO2)c1ccncc1
  12%	0%	3%	0	7	0	3%	0%	1%	-3
45	COc1ccc2cc(-c3ccsc3)ncc2c1
  nt	nt	-2%	nt	-22	nt	0%	?	0%	-20
46	NNC(=O)c1ccncc1
  7%	5%	-2%	-14	-34	-1&4&-4	-3%	?	-8%	-12
47	COc1ccccc1N(CN1C(=O)c2ccccc2C1=O)C(=O)c1cccc(C)c1
  9%	-1%	4%	2	0	-1	0%[46.1 µM]	2%	-4%	11
48	O=C(CC1C[C@H](C(=O)N2CCCCC2)[C@@]2(CCc3ccccc3)c3[nH]c4ccccc4c3CCN2C1=O)NCCC1=CCCCC1 (some centres not stated)
  nt	nt	15%	-4	5	nt	1%	1%	-4%	-12
49	O=S(=O)(c1ccc(Cl)cc1)N1CCNCC1
  23%	7%	4%	nt	8	0	1%	7%	-1%	12
50	CCCCC(c1nnnn1CC1CCCO1)N1CCN(c2cccc(C)c2C)CC1 (configuration not stated)
  -1%	-1%	0%	-8	?	0	3%	16%	26%	8

Source: PubChem BioAssay (National Center for Advancing Translational Sciences (NCATS))
